ATXN viability: viability counter-screen for ATXN expression inhibitors; S2 cells (HEK-293 line with an ATXN2-luciferase reporter) viability, CellTiter-Fluor protease fluorescence, 24 h; Potency, µM (titrated, usually from 56.7 µM), usual class: cytotoxic; AID 651635; 400,000 tested, 0.49% active; note: potency is the fitted concentration of half-maximal effect; nearly all actives have a fitted effect of over 40% in size
TGFb inhibitor: TGF-b pathway inhibition; 410,000 tested, 1.2% active; HepG2 CAGA-GFP TGF-b/SMAD3 reporter, GFP fluorescence, 18 h; TGF-beta stimulated, 500 pg/mL final; Potency, µM (titrated, usually from 46.1 µM), inactives show top-dose activity, negative = inhibition, most hits filed as inhibitors; note: potency is the fitted concentration of half-maximal effect; % is set by controls: 0 for no effect and ±100 for the full control effect; nearly all actives have a fitted effect of over 65% in size
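Inhibition was scored as loss of TGF-beta-induced (500 pg/mL final, 18 hours, 37 degrees C) GFP in HEPG2 cells carrying a CAGA-GFP reporter, in DMEM with 1% FBS. Well GFP was summed per cell; Activity was normalised to unstimulated and stimulated DMSO wells, then concentration-response fitting.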
A549 tox: A549 cytotoxicity, counter-screen for Nrf2 inhibitors. A549 ARE-Fluc cells, CellTiter-Fluor viability, 18-24 h. Potency, µM (highest dose often 46 µM), for the others: at the top dose activity change, negative = cytotoxicity, actives largely listed as inhibitors. 390,000 tested, 0.16% active. AID 504648; note: potency is the fitted concentration of half-maximal effect; % is set by controls: 0 for no effect and ±100 for the full control effect
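A549 ARE_Fluc cells in 5% FBS OPTI-MEM were exposed to compounds in concentration-response for 18-24 h at 37 deg C. Viability was read by CellTiter-Fluor fluorescence (Ex 405/Em 525) after 30 min, before the luciferase read.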
ATXN2 expr inh: reduces ATXN2 reporter expression in HEK-293 cells; 360,000 tested, 0.72% active; Potency, µM (series often up to 57 µM), without a hit: top-dose activity change, negative = inhibition, hits mostly inhibitors; HEK-293 ATXN2-luciferase reporter, luminescence, 24 h; AID 1745845; note: potency is the fitted concentration of half-maximal effect; % is set by controls: 0 for no effect and ±100 for the full control effect; nearly all actives have a fitted effect of over 55% in size
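qHTS (up to 57 uM final) was run with 24 h compound exposure of reporter cells at 37 °C. Each well was multiplexed: SteadyGlo luminescence measured ATXN2-luciferase expression after a fluorogenic Gly-Phe-AFC viability readout (25 uM final).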
Nrf2 activator: Nrf2 pathway activation | 410,000 tested, 0.31% active | Potency, µM (highest dose often 46.1 µM), for inactives: at the top dose activation, usual class: activators | AREc32 ARE-luciferase reporter (MCF7-derived line), luminescence, 24 h; note: potency is the fitted concentration of half-maximal effect; % of control where 0% means no effect; nearly all actives have a fitted effect of over 65% in size
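ARE-driven firefly luciferase activity in AREc32 cells measured after a 24 hr compound exposure at 37 deg C, using Steady-Glo reagent and a 30 min room-temperature hold.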
Nrf2 inh: Nrf2 pathway inhibition; A549 ARE-Fluc reporter, luciferase luminescence, 18-24 h; Potency, µM (series often up to 46 µM), for inactives: top-dose activity change, negative = inhibition, actives largely listed as inhibitors; 360,000 tested, 2.1% active; note: potency is the fitted concentration of half-maximal effect; % is set by controls: 0 for no effect and ±100 for the full control effect; nearly all actives have a fitted effect of over 60% in size
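Cells were seeded and rested 2 h, then exposed to compounds for 18-24 h. CellTiter-Fluor was read first as a viability measure. BugLite was added 15 min before the final luminescent read of ARE-luciferase activity in A549 cells.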
EPAC2 agonist: EPAC2 (human) agonism; Q8WZA2; EPAC2 activation, biochemical qHTS; response scale: 100% = 6.5 mM cAMP response; Potency, µM (series often up to 154 µM), for inactives: top-dose activation, hits mostly activators; 360,000 tested, 0.079% active; AID 720711; note: potency is the fitted concentration of half-maximal effect; nearly all actives have a fitted effect of over 50% in size
Target sequence (Q8WZA2 whole entry, looked up): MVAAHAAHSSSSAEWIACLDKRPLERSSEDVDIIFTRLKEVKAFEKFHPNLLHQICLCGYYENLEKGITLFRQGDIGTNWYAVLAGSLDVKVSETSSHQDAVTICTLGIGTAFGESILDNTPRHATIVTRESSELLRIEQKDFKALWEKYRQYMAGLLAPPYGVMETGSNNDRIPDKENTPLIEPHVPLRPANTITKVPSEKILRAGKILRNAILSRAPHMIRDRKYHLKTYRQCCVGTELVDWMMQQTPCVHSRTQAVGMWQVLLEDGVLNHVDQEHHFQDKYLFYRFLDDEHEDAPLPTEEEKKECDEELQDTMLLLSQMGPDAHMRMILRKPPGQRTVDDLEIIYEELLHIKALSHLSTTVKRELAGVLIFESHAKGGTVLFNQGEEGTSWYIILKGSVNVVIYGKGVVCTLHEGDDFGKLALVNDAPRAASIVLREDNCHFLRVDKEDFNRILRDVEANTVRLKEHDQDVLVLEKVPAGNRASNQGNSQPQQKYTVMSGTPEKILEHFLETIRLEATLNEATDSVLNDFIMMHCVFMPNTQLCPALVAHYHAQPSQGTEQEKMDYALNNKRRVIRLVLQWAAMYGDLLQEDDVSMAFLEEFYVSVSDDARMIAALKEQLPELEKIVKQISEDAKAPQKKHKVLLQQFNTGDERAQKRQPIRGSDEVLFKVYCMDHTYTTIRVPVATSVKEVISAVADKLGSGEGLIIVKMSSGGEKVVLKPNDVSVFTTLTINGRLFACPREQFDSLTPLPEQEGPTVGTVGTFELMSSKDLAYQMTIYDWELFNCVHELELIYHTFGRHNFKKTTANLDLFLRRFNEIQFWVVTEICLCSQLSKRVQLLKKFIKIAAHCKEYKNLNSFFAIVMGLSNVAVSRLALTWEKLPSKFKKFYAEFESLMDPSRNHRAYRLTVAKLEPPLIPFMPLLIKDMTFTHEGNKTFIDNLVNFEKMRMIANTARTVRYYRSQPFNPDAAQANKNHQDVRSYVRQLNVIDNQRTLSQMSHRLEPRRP
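Nucleotide exchange monitored as fluorescence drop when BODIPY-GDP leaves Rap1B. Reaction: 100 nM EPAC2, 250 nM RAP1B-BODIPY-GDP, 50 uM GDP, room temperature, kinetic read over 30 min. Activity expressed relative to 6.5 mM cAMP.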
HepG2 viability: kills HepG2 cells in TGF-b inhibitor counter-screen | Potency, µM (top dose mostly 46.1 µM), for inactives: top-dose activity change, negative = cytotoxicity, usual class: cytotoxic | 410,000 tested, 0.76% active | HepG2 CAGA-GFP viability, ATP luminescence, 18 h | AID 588856; note: potency is the fitted concentration of half-maximal effect; some results filed as inactive show a strong effect at the top dose
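HepG2 CAGA-GFP cells (1000/well, DMEM with 1% FBS) received compound, then TGF-beta at 500 pg/mL final, and were incubated 18 hours at 37 degrees C. Viability was read by CellTiter-Glo luminescence. Media-only wells were set as complete cell-killing and DMSO as no toxicity.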
IL2 activator: IL-2 activation. IL-2 activation reporter assay, cell-based qHTS; stimulated with anti-CD3/CD4/CD28 beads; in transgenic mouse T cells. AID 652025. activation, % (series mostly up to about 46 µM). 360,000 tested, 0.065% active; in the data active = activation above about 50%; inconclusive = mostly about 30% to 49%; note: 0% is about no effect
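Unstimulated transgenic mouse T cells; 60-min compound exposure; bead-based TCR/CD4/CD28 stimulation; 18 h culture, 37 degrees C; dual fluorescence (EGFP, DsRed) plate cytometry.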
Active calls of the source: *; i = inactive; ? = inconclusive; · = not tested or not shown; & = joins results of further samples; [ ] = dose if it differs, or a comment. Unless noted, calls come from the whole dose curve; as a rule, active = well fitted curve in the direction sought with a large enough effect; inconclusive = small, poorly fitted or top-dose-only effect, or another doubt; inactive = no such curve, though single readings can be large; an effect the other way counts as inactive or inconclusive.

Each structure is followed by: ATXN viability	TGFb inhibitor	A549 tox	ATXN2 expr inh	Nrf2 activator	Nrf2 inh	EPAC2 agonist	HepG2 viability	IL2 activator
> COCCNC(C(=O)Nc1ccc(C)cc1[N+](=O)[O-])c1ccccc1 (stereo not given)
    i	-5%	4%	27%	0.4%	9%	8%	11%	-1.7
> CSc1ncc(C(=O)Nc2cc(Cl)ccc2C)c(-c2ccccc2)n1
    i	-23%	3%	10%	3.9%	9%	·	-1%	·
> O=C(NCCc1ccccc1)c1c[nH]c2ccc(F)cc2c1=O
    ?	-18%	0%	1%	2.3%	9%	-2%	-14%	-2.2
> Clc1ccc2nc(CN3CCCCCC3)cn2c1
    i	-3%	2%	3%	-0.6%	1%	11%	-9%	-2.8
> O=C(CCc1ccc(S(=O)(=O)NCc2ccccc2)cc1)NCC1CCCO1 (stereo not given)
    i	-2%	1%	-5%	0.0%	-7%	5%	-1%	0.2
> CCN(CC)P(=O)(Nc1cccc(C(F)(F)F)c1)c1ccc(N(C)C)cc1NC(=O)c1ccco1 (stereo not given)
    ?	?	-22%	?	0.2%	?	-10%	-20%	-0.5
> CC1CN(C(=O)c2ccc(-c3cccc(C(F)(F)F)c3)o2)CC(C)O1 (stereo not given)
    i	1%	4%	-27%	3.2%	?	-4%	12%	-1.1
> COc1ccc2nc(-c3ccccc3)cc(C(=O)N3CCC3)c2c1
    ·	1%	-7%	·	-0.1%	-5%	11%	-2%	-0.5
> C=CCNC(=O)N1C2=NC(C(=O)OC)=C(C(=O)OC)[C@@H]3N(Cc4ccccc4)c4ccccc4[C@]23C[C@H]1C(=O)OC
    i	9%	2%	-4%	-0.2%	-4%	4%	2%	3.9
> CCc1nn(CC(=O)N2CCN(c3cccc(Cl)c3)CC2)c(=O)c2cc3sccc3n12
    ·	-3%	2%	·	-0.6%	1%	·	0%	·
> CCOc1ccc(NC(=O)CN(C)CC(=O)Nc2ccc(Br)cc2F)cc1OCC
    i	1%	10%	-19%	0.3%	-7%	9%	-29%	-3.6
> NNc1cccc(C=Cc2ccccc2)cc1=O
    ?	0%	-22%	-11%	17%	?	-2%	-16%	0.2
> O=C(NCCCN1CCOCC1)c1ccc2ccccc2c1
    i	-6%	-1%	2%	0.5%	?	2%	8%	-0.5
> O=C(CSc1ccccn1)N1CCN(c2cccc(Cl)c2)CC1
    i	0%	2%	-10%	-0.5%	?	1%	-13%	-1.2
> CC(=NCCc1ccccc1)C1=C(O)COC1=O
    i	13%	-12%	3%	-0.8%	·	3%	12%	0.4
> CCc1ccc(NC(=O)C2CCCN(S(=O)(=O)c3ccc4[nH]c(=O)ccc4c3)C2)cc1 (stereo not given)
    ?	-1%&-27%	-14%&-18%	-37%	0.1%&-0.5%	?	0%	15%&-26%	-1.4
> CCOC(=O)C1(Cc2cccc(Cl)c2)CCCN(C(=O)c2ccnn2C)C1 (stereo not given)
    ?	-11%	-1%	15%	0.6%	17%	-8%	-21%	-4.6
> Fc1ccc(NC(=S)N2CCc3[nH]c4ccccc4c3C2)cc1
    i	-17%	-11%	·	0.2%	-12%	4%	-17%	-0.5
> CCOc1cc(C(=S)N2CCCC2)ccc1OCC(=O)Nc1c(C)cc(C)cc1C
    i	-20%	2%	-3%	-0.3%	-23%	-15%	7%	1.0
> CCCn1c(=C(C#N)C#N)s/c(=C2\C=Cc3ccccc3N2CC)c1=O
    i	-5%	2%	-22%	14%	·	-4%	-16%	0.4
> Cn1ccnc1C(OC(=O)c1ccccc1)C(F)(F)F (stereo not given)
    i	-9%	-1%	1%	-0.1%	1%	3%	2%	-0.9
> O=C(NCc1ccc(Cl)cc1)C(=O)NCC(c1cccnc1)N1CCN(c2ccccc2)CC1 (stereo not given)
    i	3%	-15%	3%	0.8%	-7%	·	-18%	·
> Cn1c(=O)n(C)c2cc(NS(=O)(=O)c3ccc(Cl)s3)ccc21
    i	-14%	6%	66%[activator]	?	-4%	11%	-25%	-1.1
> COc1ccc(-c2cn(-c3ccc(C)cc3)c(S(=O)(=O)CC(=O)Nc3ccc(F)cc3)n2)cc1
    ?	-26%	-20%	-10%	5.5%	?	·	-37%	·
> O=C(Nc1ccc(F)c(Cl)c1)C1CCCN(c2ncnc3onc(-c4ccc(F)cc4)c23)C1 (stereo not given)
    ?	?	-6%	-37%	5.5%	-1%	·	-14%	·
> O=C(NCCCc1ccccc1)c1cccc(NC(=O)C2CCC2)c1
    i	-8%	0%	14%	0.3%	7%	1%	-23%	-0.4
> CCc1ccccc1NC(=O)CCCN1C(=O)C2CC=CCC2C1=O (stereo not given)
    i	11%	-5%	0%	-0.6%	10%	9%	17%	-2.7
> O=C(Cn1c(C(=O)NCCCN2CCOCC2)cc2sccc21)c1ccccc1
    ?	-11%	9%	-5%	2.8%	6%	3%	2%	-2.4
> CN1CCN(CCCNC(=O)c2ccc3c(c2)N(Cc2ccccc2)CCS3)CC1
    ?	-14%	-8%	-2%	0.3%	10%	1%	-40%	-2.6
> O=C(OC1CC2CC1[C@H]1CCCCN1C2=O)N1CCCCC1 (stereo not given in full)
    i	·	·	6%	-0.6%	·	2%	·	0.1
> COc1ccc(CCn2c(C(C)C)nc3c(c(=O)c4ccccc4n3C)c2=O)cc1
    i	25%	-14%	?	0.4%	-4%	-3%	-17%	-0.2
> CCOc1cc(CNCCO)c(Cl)cc1OCC(=O)NCCc1ccccc1
    i	-20%	4%	0%	0.2%	4%	14%	-30%	-2.0
> NC(=O)C1CCN(CC(=O)Nc2ccc3c(c2)OCCO3)CC1
    i	0%	15%	6%	-0.2%	-1%	11%	-5%	-1.9
> CC(C)(C)NC(=O)C(OC(=O)c1ccco1)c1ccc(Cl)cc1 (stereo not given)
    ?	-1%	3%	·	0.0%	0%	1%	10%	0.0
> CCCCn1c(SCC(N)=O)nc2ccc(N3CCOCC3)cc2c1=O
    i	-8%	-12%	20%	-0.2%	-19%	2%	-2%	-1.9
> CC(C)CCn1c(S(=O)(=O)O)nc2ccccc21
    i	-1%	-8%	1%	-0.4%	-7%	-11%	2%	-0.3
> CC1(C)CC2CC(C)(CN2/C=C2/CCCCC2=O)C1 (stereo not given)
    i	6%	1%	-6%	-1.3%	-18%	2%	7%	2.4
> COc1ccc(NC(=S)Nc2ccccc2F)c(OC)c1
    i	-15%	16%	4%	0.3%	?	-2%	-6%	0.1
> Cc1cccc(C)c1N1C(=O)CC(Sc2ccccc2N)C1=O (stereo not given)
    ?	-3%	·	·	3.6%	·	7%	3%	-3.3
> COc1c(S(=O)(=O)N2CCN(c3ccc(F)cc3)CC2)ccc(Cl)c1Cl
    i	?	14%	-26%	0.1%	-18%	0%	-26%	-1.9
> Cc1cc2c(cc1S(=O)(=O)Nc1c(C)cccc1C)n(C)c(=O)c(=O)n2C
    i	-1%	-1%	-2%	-0.2%	-2%	9%	-19%	-3.5
> COc1ccc(CNC(=O)Cn2c(=O)nc(-c3ccccc3)c3ccccc32)cc1OC
    ·	0%	-12%	·	-1.1%	·	·	3%	·
> COCCN1C(=O)c2oc3ccccc3c(=O)c2C1c1cccc(O)c1 (stereo not given)
    i	-9%	-2%	10%	0.0%	-8%	-3%	-24%	-1.9
> Cc1nc2nc(SCC(=O)O)nn2c(C)c1Cc1c(F)cccc1Cl
    i	0%&-14%	-1%&2%	-16%[11.3 µM]	-0.7%&-0.4%	-15%	-1%	2%&5%	0.0
> Cc1cccc(NC(=O)NCCc2c[nH]c3ccccc23)c1
    i	5%	0%	3%	-0.4%	-16%	19%	-25%	-2.2

Complete entries from above. Order of screens: ATXN viability	TGFb inhibitor	A549 tox	ATXN2 expr inh	Nrf2 activator	Nrf2 inh	EPAC2 agonist	HepG2 viability	IL2 activator
NC(=O)C1CCN(CC(=O)Nc2ccc3c(c2)OCCO3)CC1 in the list: i	0%	15%	6%	-0.2%	-1%	11%	-5%	-1.9
COc1ccc(CCn2c(C(C)C)nc3c(c(=O)c4ccccc4n3C)c2=O)cc1 in the list: i	25%	-14%	?	0.4%	-4%	-3%	-17%	-0.2

(more compounds)
Each structure is followed by: ATXN viability	TGFb inhibitor	A549 tox	ATXN2 expr inh	Nrf2 activator	Nrf2 inh	EPAC2 agonist	HepG2 viability	IL2 activator
> Cc1ccc(Cc2c(-c3ccc(Br)cc3)nc3ccc(Cl)cn23)cc1
    i	1%	·	6%	1.7%	·	7%	-2%	-0.2
> Cc1cccc(C(O)c2ncc(-c3ccccc3F)[nH]2)c1C (stereo not given)
    i	-6%	·	-4%	0.5%	·	2%	0%	-0.5
> CC(C)n1nccc1NS(=O)(=O)c1ccccc1
    i	12%	1%	10%	-0.8%	-9%	12%	6%	0.7
> CCN1CCC2(CC1)C(C#N)=C(N)Oc1c2sc2nc(C)cc(C)c12
    i	54%[activator]	-13%	-5%	13%	·	16%	3%	0.1
> CCCc1[nH]nc2c1C(/C(C)=C/c1ccccc1)C(C#N)=C(N)O2 (stereo not given)
    ?	?	-13%	?	?	?	5%	-44%	-2.2
> CC(=O)N1C(=O)C(=C2C=C(C)OC(C)=C2)c2ccccc21
    i	10%	·	-8%	5.7%	-5%	-53%[inhibitor]	-15%	13
> CCC12CN3CC(C)(CN(C1)C3c1c[nH]c3ccc(OC)cc13)C2=O (stereo not given)
    i	-6%	6%	-2%	0.5%	1%	·	-8%	·
> COC(=O)Cc1n[nH]c(=O)c2ccccc12
    i	4%	-9%	0%	0.1%	-15%	11%	2%	6.6

Results in TGFb inhibitor, Nrf2 inh and A549 tox (3 entries from above):
mol	TGFb inhibitor	Nrf2 inh	A549 tox
CC(C)n1nccc1NS(=O)(=O)c1ccccc1	12%	-9%	1%
CCN1CCC2(CC1)C(C#N)=C(N)Oc1c2sc2nc(C)cc(C)c12	54%[activator]	·	-13%
CCCc1[nH]nc2c1C(/C(C)=C/c1ccccc1)C(C#N)=C(N)O2 (stereo not given)	?	?	-13%
